Screens (PubChem BioAssay)
TcdB inh – inhibitors of Clostridioides difficile toxin B glycohydrolase; P18177; TcdB glycohydrolase enzymatic assay, plate reader; inhibition, % at 9.99 µM; 350,000 compounds, 0.24% hits; AID 652162; in the data active = inhibition above about 10%
Target sequence (P18177 whole entry, looked up): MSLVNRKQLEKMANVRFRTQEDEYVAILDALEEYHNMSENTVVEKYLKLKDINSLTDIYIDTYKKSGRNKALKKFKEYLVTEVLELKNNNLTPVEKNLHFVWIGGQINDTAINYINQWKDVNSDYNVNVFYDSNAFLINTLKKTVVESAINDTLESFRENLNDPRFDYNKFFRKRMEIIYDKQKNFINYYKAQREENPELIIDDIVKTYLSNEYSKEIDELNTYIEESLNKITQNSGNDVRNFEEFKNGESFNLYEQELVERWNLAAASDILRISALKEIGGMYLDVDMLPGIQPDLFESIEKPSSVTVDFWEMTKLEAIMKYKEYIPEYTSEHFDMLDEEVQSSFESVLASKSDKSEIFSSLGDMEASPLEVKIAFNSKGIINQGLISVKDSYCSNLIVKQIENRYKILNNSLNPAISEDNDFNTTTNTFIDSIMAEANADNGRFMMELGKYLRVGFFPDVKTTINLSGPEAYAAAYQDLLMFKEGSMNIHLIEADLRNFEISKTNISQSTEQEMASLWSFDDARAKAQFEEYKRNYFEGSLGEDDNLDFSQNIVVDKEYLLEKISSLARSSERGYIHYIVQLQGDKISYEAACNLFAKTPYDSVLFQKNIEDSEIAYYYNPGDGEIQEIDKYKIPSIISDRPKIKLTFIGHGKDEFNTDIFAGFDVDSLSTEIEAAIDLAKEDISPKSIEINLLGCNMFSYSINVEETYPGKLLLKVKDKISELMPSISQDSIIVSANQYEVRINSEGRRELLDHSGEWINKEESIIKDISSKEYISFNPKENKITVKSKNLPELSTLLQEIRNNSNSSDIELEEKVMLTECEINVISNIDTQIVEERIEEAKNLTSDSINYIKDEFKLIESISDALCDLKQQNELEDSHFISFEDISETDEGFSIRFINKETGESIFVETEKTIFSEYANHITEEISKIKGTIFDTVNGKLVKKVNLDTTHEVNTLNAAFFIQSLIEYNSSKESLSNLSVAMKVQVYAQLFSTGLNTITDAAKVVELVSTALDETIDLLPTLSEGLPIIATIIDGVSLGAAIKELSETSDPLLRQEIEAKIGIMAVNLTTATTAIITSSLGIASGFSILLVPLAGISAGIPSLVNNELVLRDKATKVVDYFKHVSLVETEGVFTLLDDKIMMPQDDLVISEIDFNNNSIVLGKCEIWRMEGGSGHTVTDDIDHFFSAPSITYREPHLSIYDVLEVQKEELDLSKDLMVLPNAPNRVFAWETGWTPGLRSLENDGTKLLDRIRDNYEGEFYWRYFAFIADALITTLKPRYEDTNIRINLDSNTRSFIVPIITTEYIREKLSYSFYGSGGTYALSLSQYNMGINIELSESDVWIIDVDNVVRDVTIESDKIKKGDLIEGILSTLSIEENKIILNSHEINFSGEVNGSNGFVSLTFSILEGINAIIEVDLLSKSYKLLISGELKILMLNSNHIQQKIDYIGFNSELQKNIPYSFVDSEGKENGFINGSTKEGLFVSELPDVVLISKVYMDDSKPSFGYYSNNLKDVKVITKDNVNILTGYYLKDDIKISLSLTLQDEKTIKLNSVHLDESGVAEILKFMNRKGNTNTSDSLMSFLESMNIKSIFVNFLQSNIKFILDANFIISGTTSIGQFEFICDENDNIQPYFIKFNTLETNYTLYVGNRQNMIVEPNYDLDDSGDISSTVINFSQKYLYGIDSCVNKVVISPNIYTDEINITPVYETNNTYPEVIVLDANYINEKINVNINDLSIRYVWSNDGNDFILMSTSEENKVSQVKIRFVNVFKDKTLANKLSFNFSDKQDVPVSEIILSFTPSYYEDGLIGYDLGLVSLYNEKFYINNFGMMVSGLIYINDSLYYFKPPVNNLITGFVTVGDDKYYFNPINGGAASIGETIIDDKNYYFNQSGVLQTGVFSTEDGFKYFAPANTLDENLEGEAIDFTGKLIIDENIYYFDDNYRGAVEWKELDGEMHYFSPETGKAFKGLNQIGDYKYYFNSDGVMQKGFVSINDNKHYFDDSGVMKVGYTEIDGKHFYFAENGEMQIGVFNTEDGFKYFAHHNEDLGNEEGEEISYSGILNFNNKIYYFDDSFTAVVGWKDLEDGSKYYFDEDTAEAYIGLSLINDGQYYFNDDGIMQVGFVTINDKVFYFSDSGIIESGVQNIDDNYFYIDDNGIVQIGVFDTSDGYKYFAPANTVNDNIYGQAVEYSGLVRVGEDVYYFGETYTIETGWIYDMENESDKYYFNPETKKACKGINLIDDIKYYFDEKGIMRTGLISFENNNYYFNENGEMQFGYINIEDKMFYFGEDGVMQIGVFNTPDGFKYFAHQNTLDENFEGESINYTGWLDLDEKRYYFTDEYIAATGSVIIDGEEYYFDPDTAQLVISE
* = called active by the depositor. This is a subset; the hit share may differ from the screen's.

What do the screens show for `CC(C)NC(=O)Nc1ccc2c(c1)CC(=O)N([C@H](C)CO)C[C@H](C)[C@@H](CN(C)C(=O)NC(C)C)O2`?
TcdB inh: -0.2

What do the screens show for `CC(C)NC(=O)N[C@@H]1CC[C@H](CCNS(=O)(=O)c2ccc(Cl)cc2)O[C@@H]1CO`?
TcdB inh: -2.1

How did COc1ccc(S(=O)(=O)Nc2cccc3c2O[C@H](CN(C)CC2CC2)[C@@H](C)CN([C@@H](C)CO)C3=O)cc1 do in these assays?
TcdB inh: 2.2

Results for C[C@@H]1CN([C@H](C)CO)C(=O)c2cc(NC(=O)Nc3ccc(F)cc3)ccc2O[C@H]1CN(C)Cc1ccncc1 ?
TcdB inh: -2.1

What do the screens show for `COc1ccc(C#Cc2ccc([C@@H]3[C@H](CO)N4CCCCN(C)C[C@@H]34)cc2)cc1`?
TcdB inh: 0.0

Results for CCCN1[C@@H]2c3ccc(-c4cccc(C(=O)N(C)C)c4)c(=O)n3C[C@H]1[C@H](CO)[C@H]2C(=O)OC ?
TcdB inh: -3.7

What do the screens show for `C[C@@H]1CN([C@H](C)CO)C(=O)c2cc(N(C)C)ccc2O[C@@H]1CN(C)Cc1ccc2c(c1)OCO2`?
TcdB inh: -10.3

What do the screens show for `CC(C)NC(=O)Nc1cccc2c1O[C@@H](CN(C)Cc1ccc(Oc3ccccc3)cc1)[C@@H](C)CN([C@H](C)CO)C2=O`?
TcdB inh: -1.9

How did N#C[C@@H]1[C@@H](c2ccc(/C=C/c3ccccc3)cc2)[C@@H](CO)N1C(=O)C1CC1 do in these assays?
TcdB inh: -0.2

What do the screens show for `CN1CCCCN2[C@@H](CO)[C@H](c3ccc(Br)cc3)[C@@H]2C1`?
TcdB inh: 0.3

How did C[C@@H]1CN([C@@H](C)CO)C(=O)c2cc(NC(=O)Cc3ccccc3)ccc2O[C@H]1CN(C)C(=O)Nc1ccc(F)cc1 do in these assays?
TcdB inh: -1.0

Results for CCCN(C)C[C@H]1OCCCC[C@@H](C)Oc2ccc(NC(=O)Nc3ccc(OC)cc3)cc2C(=O)N([C@H](C)CO)C[C@@H]1C ?
TcdB inh: 0.5

Results for O=S(=O)(c1ccccc1)N1C[C@@H]2[C@H](c3ccccc31)[C@H](CO)N2Cc1ccccn1 ?
TcdB inh: 0.9

Results for COc1cccc(-c2ccc3n(c2=O)C[C@H]2[C@H](CO)[C@@H](C(=O)N4CCCCC4)N[C@@H]32)c1 ?
TcdB inh: -0.2

Results for C[C@H]1CN([C@@H](C)CO)C(=O)c2cc(NC(=O)Cc3cn(C)c4ccccc34)ccc2O[C@@H]1CN(C)Cc1ccc(-c2ccccc2)cc1 ?
TcdB inh: 0.5

Overlap with the part before: three entries; new compounds follow.
Results for O=S(=O)(c1ccccc1)N1C[C@@H]2[C@H](c3ccccc31)[C@H](CO)N2Cc1ccccn1 ?
TcdB inh: 0.9

Results for COc1cccc(-c2ccc3n(c2=O)C[C@H]2[C@H](CO)[C@@H](C(=O)N4CCCCC4)N[C@@H]32)c1 ?
TcdB inh: -0.2

Results for C[C@H]1CN([C@@H](C)CO)C(=O)c2cc(NC(=O)Cc3cn(C)c4ccccc34)ccc2O[C@@H]1CN(C)Cc1ccc(-c2ccccc2)cc1 ?
TcdB inh: 0.5

Results for CCCC#Cc1ccc([C@H]2[C@@H](CO)N3CCCCN(S(C)(=O)=O)C[C@H]23)cc1 ?
TcdB inh: 0.4

How did C[C@@H]1CCCCO[C@H](CN(C)S(=O)(=O)c2cn(C)cn2)[C@@H](C)CN([C@H](C)CO)C(=O)c2cc(NC(=O)Nc3ccc4c(c3)OCO4)ccc2O1 do in these assays?
TcdB inh: 0.9

How did O=C(NCc1ccc(F)cc1)[C@H]1[C@H](CO)[C@H]2Cn3c(ccc(-c4cccnc4)c3=O)[C@@H]1N2 do in these assays?
TcdB inh: -0.1

How did C[C@H](CO)N1C[C@H](C)[C@@H](CN(C)C)OCCCC[C@H](C)Oc2ccc(NS(=O)(=O)c3cccs3)cc2C1=O do in these assays?
TcdB inh: -0.3

Results for C[C@H](CO)N1C[C@H](C)[C@@H](CN(C)Cc2ccc(C(F)(F)F)cc2)Oc2ccc(NC(=O)CCCN(C)C)cc2CC1=O ?
TcdB inh: 0.9

Results for C[C@H](NC(=O)C[C@@H]1C[C@H]2c3cc(NS(=O)(=O)c4ccc(F)cc4)ccc3O[C@H]2[C@@H](CO)O1)c1ccccc1 ?
TcdB inh: 3.2

How did Cc1ccc(S(=O)(=O)N[C@@H]2CC[C@H](CC(=O)N3CCN(c4ccccc4)CC3)O[C@@H]2CO)cc1 do in these assays?
TcdB inh: 0.4

Results for CO[C@@H]1CN(C)C(=O)c2cc(NC(=O)C3CC3)ccc2OC[C@@H](C)N(C)C[C@@H]1C ?
TcdB inh: 0.9

What do the screens show for `O=C(C[C@@H]1CC[C@H]2[C@@H](COC[C@H](O)CN2C(=O)Nc2ccccc2)O1)NCc1ccncn1`?
TcdB inh: 1.1

How did C[C@@H]1CCCCO[C@H](CN(C)S(=O)(=O)c2ccc(Cl)cc2)[C@@H](C)CN([C@H](C)CO)C(=O)c2cc(NC(=O)Cc3ccccc3)ccc2O1 do in these assays?
TcdB inh: 0.9

What do the screens show for `C[C@@H]1CN([C@H](C)CO)S(=O)(=O)c2ccc(Br)cc2O[C@H]1CN(C)S(=O)(=O)c1ccc(F)cc1`?
TcdB inh: 0.4

How did C[C@@H]1CCCCO[C@@H](CN(C)Cc2ccc(C(=O)O)cc2)[C@@H](C)CN([C@@H](C)CO)C(=O)c2cc(NC(=O)Cc3ccccc3)ccc2O1 do in these assays?
TcdB inh: -0.9

How did Cc1ccc(S(=O)(=O)N(C)C[C@@H]2Oc3ccc(NC(=O)Nc4ccc5c(c4)OCO5)cc3CC(=O)N([C@@H](C)CO)C[C@@H]2C)cc1 do in these assays?
TcdB inh: -0.4

Results for Cc1ccccc1S(=O)(=O)N1CC(=O)N2[C@H](CO)[C@@H](c3ccc(C#CCC4CCCC4)cc3)[C@@H]2C1 ?
TcdB inh: 0.2

What do the screens show for `C[C@@H]1CN([C@H](C)CO)S(=O)(=O)c2ccc(-c3ccc(C(=O)N(C)C)cc3)cc2O[C@@H]1CN(C)C(=O)Cc1ccccn1`?
TcdB inh: -1.1

Ordered by count of non-hydrogen atoms (descending): some entries from above
How did C[C@@H]1CCCCO[C@H](CN(C)S(=O)(=O)c2ccc(Cl)cc2)[C@@H](C)CN([C@H](C)CO)C(=O)c2cc(NC(=O)Cc3ccccc3)ccc2O1 do in these assays?
TcdB inh: 0.9

How did Cc1ccc(S(=O)(=O)N(C)C[C@@H]2Oc3ccc(NC(=O)Nc4ccc5c(c4)OCO5)cc3CC(=O)N([C@@H](C)CO)C[C@@H]2C)cc1 do in these assays?
TcdB inh: -0.4

What do the screens show for `O=C(C[C@@H]1CC[C@H]2[C@@H](COC[C@H](O)CN2C(=O)Nc2ccccc2)O1)NCc1ccncn1`?
TcdB inh: 1.1

(more compounds)
Results for CO[C@H]1CN(C)C(=O)c2cc(NS(=O)(=O)CC(F)(F)F)ccc2OC[C@H](C)N(Cc2cccnc2)C[C@@H]1C ?
TcdB inh: -0.9

Results for CN1CCCCN2[C@H](CO)[C@@H](c3ccc(C#Cc4ccccc4F)cc3)[C@H]2C1 ?
TcdB inh: -0.6

What do the screens show for `C[C@H](CO)N1C[C@H](C)[C@H](CN(C)C(=O)Nc2cccc3ccccc23)OCCCC[C@H](C)Oc2ccc(NC(=O)CCCN(C)C)cc2C1=O`?
TcdB inh: 1.4

How did CC(C)NC(=O)N(C)C[C@H]1OCCCC[C@@H](C)Oc2ccc(NS(=O)(=O)c3cn(C)cn3)cc2C(=O)N([C@@H](C)CO)C[C@@H]1C do in these assays?
TcdB inh: -0.3

What do the screens show for `COc1ccc(S(=O)(=O)Nc2ccc3c(c2)C(=O)N([C@@H](C)CO)C[C@@H](C)[C@@H](CN(C)C(=O)Cc2ccccc2)OCCCC[C@@H](C)O3)cc1`?
TcdB inh: 0.7

Results for Cc1noc(C)c1NC(=O)Nc1cccc2c1O[C@H](CN(C)C(=O)NC1CCCCC1)[C@H](C)CN([C@H](C)CO)C2=O ?
TcdB inh: -0.9

What do the screens show for `O=C(C[C@@H]1C=C[C@H](NC(=O)Nc2cccc(F)c2)[C@H](CO)O1)NCC1CCCCC1`?
TcdB inh: -1.1

What do the screens show for `COc1cccc(NC(=O)Nc2ccc3c(c2)OC[C@H](C)NC[C@H](C)[C@@H](OC)CN(C)C3=O)c1`?
TcdB inh: 1.9

Results for CCCNC(=O)N1[C@@H](C#N)[C@@H](c2ccc(C3=CCCCC3)cc2)[C@@H]1CO ?
TcdB inh: -12.8

What do the screens show for `CCC(=O)N(C)C[C@@H]1Oc2cc(-c3cncnc3)ccc2S(=O)(=O)N([C@H](C)CO)C[C@H]1C`?
TcdB inh: 1.5

What do the screens show for `CC(C)NC(=O)Nc1cccc2c1O[C@H](CN(C)Cc1ccc(C(=O)O)cc1)[C@H](C)CN([C@@H](C)CO)C2=O`?
TcdB inh: 0.2

What do the screens show for `COc1cccc(NC(=O)N[C@@H]2CC[C@H](CC(=O)Nc3ccc(-c4ccccc4)cc3)O[C@H]2CO)c1`?
TcdB inh: -1.9

Results for COc1cccc(S(=O)(=O)N(C)C[C@H]2Oc3ncc(C#CC(C)C)cc3C(=O)N([C@H](C)CO)C[C@@H]2C)c1 ?
TcdB inh: -1.1

What do the screens show for `CN1C[C@H]2[C@@H](c3ccccc31)[C@@H](CO)N2Cc1ccccc1F`?
TcdB inh: -12.3

Results for CC(C)NC(=O)Nc1ccc2c(c1)C(=O)N([C@@H](C)CO)C[C@@H](C)[C@@H](CN(C)S(=O)(=O)c1cccs1)OCCCC[C@@H](C)O2 ?
TcdB inh: -0.9

What do the screens show for `C[C@@H]1CN([C@@H](C)CO)C(=O)c2cc(Br)cnc2O[C@@H]1CN(C)Cc1ccncc1`?
TcdB inh: -0.8

Results for C[C@H](CO)N1C[C@H](C)[C@H](CN(C)Cc2ccccc2)Oc2c(NC(=O)Nc3ccc(C(F)(F)F)cc3)cccc2C1=O ?
TcdB inh: 1.1

Results for O=C(Nc1cc(F)ccc1F)N[C@@H]1CC[C@H](CCn2cc(C3CCCCC3)nn2)O[C@@H]1CO ?
TcdB inh: 0.9

What do the screens show for `CO[C@H]1CN(C)C(=O)c2ccc(NC(C)=O)cc2OC[C@@H](C)N(C(=O)C2CCC2)C[C@@H]1C`?
TcdB inh: 0.5

Results for C[C@H]1CN([C@@H](C)CO)C(=O)c2cc(NC(=O)C3CCCCC3)ccc2O[C@@H]1CN(C)Cc1ccncc1 ?
TcdB inh: -1.3

How did C[C@@H]1CN([C@@H](C)CO)C(=O)c2cc(NS(C)(=O)=O)ccc2O[C@H]1CN(C)C do in these assays?
TcdB inh: -17.6

What do the screens show for `C[C@H](CO)N1C[C@H](C)[C@@H](CN(C)C(=O)Nc2ccccc2)Oc2ncc(C#CC3CCCC3)cc2C1=O`?
TcdB inh: 0.1

Results for CNC[C@H]1Oc2ccc(NC(=O)Nc3c(C)noc3C)cc2CC(=O)N([C@@H](C)CO)C[C@H]1C ?
TcdB inh: -0.2

What do the screens show for `CO[C@H]1CN(C)C(=O)c2ccc(NC(=O)Nc3c(C)noc3C)cc2OC[C@H](C)N(CC2CC2)C[C@H]1C`?
TcdB inh: -5.7

Results for C[C@@H]1CN([C@@H](C)CO)C(=O)c2cc(NC(=O)CCCN(C)C)ccc2O[C@@H]1CN(C)Cc1ccccc1 ?
TcdB inh: 0.1

What do the screens show for `Cc1noc(C)c1NC(=O)N(C)C[C@H]1Oc2c(NC(=O)NC(C)C)cccc2C(=O)N([C@@H](C)CO)C[C@H]1C`?
TcdB inh: 0.9

Results for CO[C@H]1CN(C)C(=O)c2cc(NC(=O)C3CC3)ccc2OC[C@@H](C)N(CC2CCCC2)C[C@H]1C ?
TcdB inh: -0.3

Results for COc1ccc2c3c(n(C)c2c1)[C@H](CO)N(C)CC31CCN(C(=O)Nc2c(C)noc2C)CC1 ?
TcdB inh: -2.8

How did C/C=C/c1cccc(-c2nc(C(=O)Nc3nccs3)cc3c2[C@@H](CCO)N(C(=O)NC(C)C)C3)c1 do in these assays?
TcdB inh: -3.0

How did COc1cccc(-c2ccc([C@@H]3[C@@H](C#N)N(C(=O)Cc4ccccc4)[C@H]3CO)cc2)c1 do in these assays?
TcdB inh: -0.2

Results for CCCNC(=O)N[C@H]1C=C[C@@H](CC(=O)N2CCN(C)CC2)O[C@H]1CO ?
TcdB inh: -7.9

How did CCNC(=O)[C@H]1[C@H](CO)[C@H]2Cn3c(ccc(-c4ccc(F)cc4)c3=O)[C@H]2N1C(=O)Cc1cccnc1 do in these assays?
TcdB inh: 0.4

What do the screens show for `COc1ccc(NC(=O)Nc2ccc3c(c2)CC(=O)N([C@H](C)CO)C[C@H](C)[C@@H](CN(C)S(=O)(=O)c2cccs2)O3)cc1`?
TcdB inh: -0.4

Results for C[C@H](O)C#Cc1ccc2c(c1)O[C@H](CN(C)Cc1ccccc1)[C@@H](C)CN([C@@H](C)CO)S2(=O)=O ?
TcdB inh: -0.5

What do the screens show for `CO[C@H]1CN(C)C(=O)c2cc(NC(=O)C3CCC3)ccc2OC[C@@H](C)N(C(=O)NC(C)C)C[C@H]1C`?
TcdB inh: 1.5

What do the screens show for `COC(=O)[C@H]1[C@H](CO)[C@H]2Cn3c(ccc(-c4cccnc4)c3=O)[C@@H]1N2CCc1ccccc1`?
TcdB inh: 0.4

What do the screens show for `O=C(Cc1ccccn1)N[C@@H]1CC[C@H](CCn2cc(-c3ccccc3)nn2)O[C@@H]1CO`?
TcdB inh: 0.0

How did C[C@@H]1CCCCO[C@@H](CN(C)S(=O)(=O)c2ccccc2)[C@H](C)CN([C@@H](C)CO)C(=O)c2cc(NS(=O)(=O)c3ccc(Cl)cc3)ccc2O1 do in these assays?
TcdB inh: -0.7

Fetched by structure from above, 3 records:
How did C[C@@H]1CCCCO[C@@H](CN(C)S(=O)(=O)c2ccccc2)[C@H](C)CN([C@@H](C)CO)C(=O)c2cc(NS(=O)(=O)c3ccc(Cl)cc3)ccc2O1 do in these assays?
TcdB inh: -0.7

How did CCNC(=O)[C@H]1[C@H](CO)[C@H]2Cn3c(ccc(-c4ccc(F)cc4)c3=O)[C@H]2N1C(=O)Cc1cccnc1 do in these assays?
TcdB inh: 0.4

Results for C[C@H](O)C#Cc1ccc2c(c1)O[C@H](CN(C)Cc1ccccc1)[C@@H](C)CN([C@@H](C)CO)S2(=O)=O ?
TcdB inh: -0.5
